High-throughput results as filed in PubChem BioAssay.
GRP78 ERSR act: qHTS for Inducers of the Endoplasmic Reticulum Stress Response (ERSR) in Human Glioma: qHTS | actives 0.02% (n = 420,000) | U87-MG GRP78 promoter luciferase reporter, 16 h | Potency, µM, for inactives: at the highest dose activation, actives largely listed as activators; also: potency is read from the fitted curve at half-maximal effect; series mostly up to about 76 µM; % of control where 0% means no effect; nearly all actives have a fitted effect of over 35% in size
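Stably transfected U87-MG human glioma cells carrying a GRP78-based luminescent sensor were seeded at 1000 cells/well, pin-dosed with compounds and incubated 16 h. Luciferase reagent was then added, and end-point luminescence was read after 10 min at room temperature.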
Vif-A3F inh: qHTS for Inhibitors of Vif-A3F Interactions: qHTS; Potency, µM (top dose mostly 46.1 µM), inactives show at the top dose activity, negative = active; HeLa A3F-eYFP + Vif (tagged APOBEC3F with the HIV-1 protein that degrades it), YFP fluorescence increase; actives 0.2% (n = 390,000); AID 602313, 2012; also: potency is read from the fitted curve at half-maximal effect; % of control where 0% means no effect; nearly all actives have a fitted effect of over 65% in size
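Fluorescence increase (Ex 488/Em 500-530) after overnight compound treatment at 37 deg C flags inhibition of Vif-driven A3F-eYFP loss in stable HeLa A3F-eYFP/Vif cells seeded overnight beforehand.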
Vif-A3G inh: qHTS for Inhibitors of Vif-A3G Interactions: qHTS; DNA dC->dU-editing enzyme APOBEC-3G (Homo sapiens), Q9HC16; actives 0.076% (n = 410,000); Potency, µM (doses to about 46.1 µM), for the others: top-dose activity, negative = active, most hits filed as inhibitors; HeLa A3G-eYFP + Vif (tagged APOBEC3G with the HIV-1 protein that degrades it), YFP fluorescence, overnight;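 also: potency is read from the fitted curve at half-maximal effect; % is scaled to controls: 0 for no effect and ±100 for the full control effect; nearly all actives have a fitted effect of over 60% in size; hits raise eYFP signal because A3G escapes Vif-driven loss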
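HeLa cells stably expressing Vif and C-terminally eYFP-tagged A3G, seeded overnight at 37 deg C, then exposed to compound by pintool overnight at 37 deg C. Rise in yellow fluorescence (Ex 488/Em 500-530, Acumen) marks blocked Vif-driven A3G degradation.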
PI4K2A inh: qHTS for small molecular inhibitors of PI4K2A | Phosphatidylinositol 4-kinase type 2-alpha (Homo sapiens), Q9BTU6 | purified PI4K2A, ADP-Glo luminescence, 1 h; stronger effect = lower value | activity change, negative = inhibition, % at 76.9 µM | actives 0.13% (n = 420,000) | AID 1346378, 2018; in the data active = activity change below about -50%; inconclusive = mostly about -30% to -49%;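 also: -100% = wells without enzyme as full effect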
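In this quantitative HTS, ADP production by PI4K2A was quantified luminescently after 1 h at ambient temperature; 100 microM adenosine served as plate-quality control.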
TrxR1 substrate: qHTS Assay for Substrates of Mammalian Selenoprotein Thioredoxin Reductase 1 (TrxR1): qHTS; Thioredoxin reductase 1, cytoplasmic (Rattus norvegicus), O89049; purified TrxR1 substrate turnover, NADPH consumption readout; Potency, µM (doses to about 114 µM), for inactives: at the highest dose activity change, negative = substrate turnover; actives 0.01% (n = 390,000); AID 588456, 2011; also: potency is read from the fitted curve at half-maximal effect; % is scaled to controls: 0 for no effect and ±100 for the full control effect; nearly all actives have a fitted effect of over 50% in size
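Rat TrxR1, dispensed at 90 nM, was prereduced with 400 uM NADPH (final) for 5 min at ~22 deg C, then incubated with compound 15 min before 400 uM selenite. A first-read NADPH fluorescence drop versus no-compound background flagged substrates.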
RXFP1 agonist: qHTS Assay for Agonists of the Relaxin Receptor RXFP1; HEK293T-RXFP1 cAMP TR-FRET, 30 min; response scale: percent of porcine relaxin response, buffer zero; Potency, µM (doses to about 57.5 µM), for inactives: top-dose activation, most hits filed as activators; actives 0.3% (n = 370,000); AID 2676, 2010; also: potency is read from the fitted curve at half-maximal effect; % is scaled to controls: 0 for no effect and ±100 for the full control effect; nearly all actives have a fitted effect of over 60% in size; many of its hits are not listed in these tables
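HEK293T cells stably expressing RXFP1 were pretreated with the PDE4 inhibitor Ro 20174, exposed to compounds for 30 min at 37C, lysed, and cAMP was read by TR-FRET. Data normalized to buffer (basal) and 29 nM porcine relaxin (100%).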
LDHA inh: qHTS assay for inhibitors of human lactate dehydrogenase; activity change, % (values are at about 110 or 230 µM); purified LDHA, NADH/diaphorase-resazurin fluorescence; stronger effect = lower value; L-lactate dehydrogenase A chain (Homo sapiens), P00338; actives 0.15% (n = 480,000); in the data active = activity change below about -30%; inconclusive = mostly about -25% to -30%;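 also: plate controls were DMSO wells for no effect and wells without enzyme for full effect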
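Remaining NADH was detected by diaphorase (0.133 mg/mL) converting 37 µM resazurin to fluorescent resorufin, read at 0 and 20 minutes. The preceding 5-minute room-temperature reaction used 2 nM LDHA, 0.2 mM sodium pyruvate and 0.06 mM NADH at pH 7.4.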
USP1 inh: Inhibitors of USP1/UAF1: Primary Screen; Ubiquitin carboxyl-terminal hydrolase 1 (Homo sapiens), O94782; recombinant USP1/UAF1, Ub-Rhodamine cleavage fluorescence; Potency, µM (titrated, usually from 57.1 µM), for inactives: top-dose activity change, negative = inhibition, hits mostly inhibitors; actives 0.23% (n = 390,000); also: potency is read from the fitted curve at half-maximal effect; % is scaled to controls: 0 for no effect and ±100 for the full control effect; nearly all actives have a fitted effect of over 60% in size; inactives centre near -12
Target sequence (O94782 whole entry, looked up): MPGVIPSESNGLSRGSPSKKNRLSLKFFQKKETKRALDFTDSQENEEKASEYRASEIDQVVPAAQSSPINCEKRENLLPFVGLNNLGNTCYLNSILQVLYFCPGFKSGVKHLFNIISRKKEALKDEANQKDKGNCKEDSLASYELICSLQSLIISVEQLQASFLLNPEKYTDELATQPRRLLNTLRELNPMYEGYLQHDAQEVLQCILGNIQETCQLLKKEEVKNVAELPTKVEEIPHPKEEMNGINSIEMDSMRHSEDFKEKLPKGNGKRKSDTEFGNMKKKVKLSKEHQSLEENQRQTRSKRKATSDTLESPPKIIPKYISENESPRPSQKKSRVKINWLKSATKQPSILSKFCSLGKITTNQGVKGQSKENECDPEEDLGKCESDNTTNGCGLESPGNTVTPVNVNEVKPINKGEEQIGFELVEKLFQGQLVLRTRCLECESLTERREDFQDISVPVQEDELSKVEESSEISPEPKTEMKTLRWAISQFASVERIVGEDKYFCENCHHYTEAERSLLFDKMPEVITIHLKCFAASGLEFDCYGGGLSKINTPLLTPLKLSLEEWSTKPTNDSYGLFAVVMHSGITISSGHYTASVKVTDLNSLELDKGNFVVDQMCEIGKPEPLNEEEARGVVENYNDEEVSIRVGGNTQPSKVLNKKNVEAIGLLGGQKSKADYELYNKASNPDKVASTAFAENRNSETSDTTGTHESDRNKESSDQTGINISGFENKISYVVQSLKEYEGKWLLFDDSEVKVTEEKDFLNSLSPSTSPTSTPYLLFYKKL
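USP1/UAF1 complex (1 nM) preincubated 15 min at room temperature with compound, then Ub-Rho substrate (150 nM final) added. Kinetic fluorescence at 480/540 nm over 6 reads at 60 s intervals; 50 mM HEPES pH 7.8, 0.5 mM EDTA, 0.1 mg/ml BSA, 1 mM TCEP, 0.01% Tween-20.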
IDH1 R132H inh: qHTS for Inhibitors of mutant isocitrate dehydrogenase 1 (IDH1): qHTS | IDH1-R132H enzyme, NADPH consumption, diaphorase/resazurin fluorescence | Isocitrate dehydrogenase [NADP] cytoplasmic (Homo sapiens), O75874 | actives 0.093% (n = 390,000) | Potency, µM (series often up to 76.6 µM), inactives show at the top dose activity change, negative = inhibition, most hits filed as inhibitors | AID 602179, 2012; also: potency is read from the fitted curve at half-maximal effect; % is scaled to controls: 0 for no effect and ±100 for the full control effect; nearly all actives have a fitted effect of over 65% in size
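IDH1-R132H (0.5 ug/mL) preincubated 30 min with compound, then NADPH (0.016 mM) and alpha-KG (2 mM) added; 80 min at RT, pH 7.5. Remaining NADPH coupled via diaphorase/resazurin to fluorescence (540/590 nm); concentration-response curves normalized to no-enzyme control.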
* marks the source's active call; other numbers are inactive results; ? = inconclusive; nt = no result given; [ ] = another dose, or the depositor's remark. Unless noted, calls follow the shape of the dose curve; as a rule, active = well fitted curve in the direction sought with a large enough effect; inconclusive = small, poorly fitted or top-dose-only effect, or another doubt; inactive = no such curve, though single readings can be large; an effect the other way counts as inactive or inconclusive.

SMILES	GRP78 ERSR act	Vif-A3F inh	Vif-A3G inh	PI4K2A inh	TrxR1 substrate	RXFP1 agonist	LDHA inh	USP1 inh	IDH1 R132H inh
CC(C)C(NC(=O)CN1C(=O)c2ccccc2C1=O)c1ccccc1 (centres undefined)	1%	5%	2%	5	3%	2.1%	-5	-15%	5%
CCOC(=O)c1cnc(Cc2ccccc2)[nH]c1=O	-2%	1%	1%	4	-2%	3.2%	-1	-15%	-8%
Cc1ccccc1CC1(CO)CCCN(C(=O)c2cccc(Cl)c2)C1 (centres undefined)	1%	-7%	2%	-3	-2%	1.1%	-6	-2%	9%
CC1CCN(S(=O)(=O)c2cc(C(=O)NCc3ccc(N(C)C)cc3)n(C)c2)CC1	1%	1%	0%	0	-7%[57.1 µM]	-2.0%	-6	-15%	21%
COCC(C)n1c(SCc2nc3ccccc3c(=O)[nH]2)nc2ccccc2c1=O (centres undefined)	0%	-8%	-9%	2	7%	-0.1%	1	-16%	3%
Nc1nc(Cl)nc2ccc(Br)cc12	-2%	-8%	1%	4	1%	5.4%	-1	-17%	11%
O=C(CCN1C(=O)/C(=C/c2cccs2)SC1=S)NC1=NCCS1	-13%	-9%	1%	1	-12%	3.3%	0	-3%	1%
CCc1c(C#N)c(SCCC(=O)Nc2ccc(OC)cc2)nc2c1C(=O)CC(C)(C)C2	0%	-1%	2%	7	1%[57.1 µM]	0.3%	-1	-14%	-4%
CC(C)(C)c1ccc(CC(=O)N2CCC2(C)C(=O)NS(=O)(=O)c2ccccc2)cc1 (centres undefined)	-3%	nt	4%	-7	nt	nt	-8	nt	nt
COc1ccc(S(=O)(=O)N2CCC(N3CCN(Cc4ccccc4)C(=O)C3=O)CC2)cc1	-2%	-7%	1%	-1	4%[57.1 µM]	0.1%	-8	-27%	-14%
Cc1ccc(C(C)C)c(OCc2nnc3n2CCCCC3)c1	-5%	0%	0%	-2	-2%	-1.3%	-4	-16%	9%
CCOC(=O)c1noc2ncnc(Nc3cccc(C(F)(F)F)c3)c12	-1%	6%	8%	5	-1%[57.1 µM]	-0.6%	-5	-25%	0%
COc1cc(/C=C/c2nc3ccccc3s2)cc(OC)c1O	6%	?	-17%	-1	11%[57.1 µM]	15%	-5	-17%	20%
CN1C(=O)c2cccc(NC(=O)CCc3ccccc3)c2C1=O	-1%	3%	-3%	3	24%	-1.8%	3	-10%	-3%
CC(=O)N(C)c1ccc(/C=C2\C=Cc3ccccc32)cc1	-10%	nt	-3%	nt	-4%	nt	6	nt	nt
CC(C)(C)OC(=O)N/N=C\c1cccnc1	-2%	-12%	-1%	-5	8%	2.3%	-8	-3%	0%
C=CC[C@@H](CC(=O)NCCO)C(=O)NC[C@H](OC(=O)[C@@H](CC=C)CC(=O)OC(C)(C)C)c1ccccc1	-3%	4%	3%	5	1%	nt	1	-8%	4%
COC(=O)c1cn(CCOc2ccccc2)c2ccccc12	10%	2%	-4%	-1	-9%	1.8%	0	-5%	-1%
Cc1cc(C)c2[nH]c(=O)c(CN(CC3CCCO3)C(=O)C3CCCO3)cc2c1 (centres undefined)	-1%	-7%	-4%	5	27%	1.1%	-4	4%	-2%
O=C(Oc1ccccc1)c1cc2ccccc2o1	1%	-16%	-5%	-1	-4%	1.6%	-5	-5%	2%
CCOC(=O)C1=C(C)N(c2ccccc2)C(=O)C1CC(=O)O (centres undefined)	-3%	-3%	1%	4	2%	0.0%	-7	-16%	1%
Cn1c(=O)c2c(nc(Oc3ccc4c(c3)OCO4)n2Cc2ccc(F)cc2)n(C)c1=O	-6%	-8%	2%	-3	2%	0.0%	-1	-4%	1%
O=C(CSc1nnc(COc2ccc(Cl)cc2)o1)NC1CC2CCC1C2 (centres undefined)	-1%	-2%	0%	0	-7%[57.1 µM]	-2.6%	-3	-14%	-3%
Cc1c(CCC(=O)N[C@@H](CCCNC(N)=O)C(=O)O)c(=O)oc2cc3oc4c(c3cc12)CCCC4	-11%	-5%	-2%	0	9%[57.1 µM]	5.9%	3	-17%	8%
CN(CC(=O)Nc1ccc(F)cc1)C(=O)c1cc(-c2ccco2)nc2ccccc12	-3%	1%	1%	-18	173%[activator]	3.4%	0	-17%	-7%
Cc1nnsc1-c1nnc(SCC(=O)c2ccccc2)n1C1CC1	2%	5%	1%	8	8%	-3.9%	-10	-4%	9%
Cn1c(=O)n(CC(N)=O)c(=O)c2c1nc1n2CCCN1Cc1ccccc1	-4%	-1%	1%	4	-2%	1.4%	-2	-11%	2%
C/C(=N\NC(=O)C1(C)CC1(Br)Br)c1ccc(NC(=O)c2ccc(C)o2)cc1 (centres undefined)	-2%	0%	0%	-4	-5%	0.8%	-3	-9%	3%
CC1=CC(C)(C)N2C(=O)C(=O)c3cc(OC(=O)c4ccco4)cc1c32	1%	-19%	-23%	15	-19%	-2.1%	12	-20%	10%
COc1ccc(NC(=O)N2CCCC(C(=O)Nc3ccccc3OC)C2)cc1 (centres undefined)	4%	11%	-8%	-1	0%[57.1 µM]	-0.4%	-2	-20%	0%
O=C(CSc1nnc(CNC(=O)c2c(F)cccc2F)o1)c1ccccc1	0%	-6%	0%	-1	-11%	-2.2%	-3	0%	-1%
Cc1cccc(OCCCn2c(=O)oc3ccc(C)cc32)c1	-1%	-10%	1%	-21	5%	0.3%	3	-5%	8%
O=C(NC(=S)N1CCN(C/C=C/c2ccccc2)CC1)c1c(F)cccc1F	-2%	2%	0%	1	4%[57.1 µM]	1.5%	-11	-22%	2%
Cc1ccc(S(=O)(=O)NCc2ccc(C(=O)N(C)CCC#N)cc2)cc1	-6%	-2%	-1%	5	-2%	1.3%	-7	-18%	7%
CC(C)(C)n1c(=O)[nH]c2c(c1=O)CCC2	-1%	-5%	0%	0	13%	1.0%	-1	-3%	6%
O=CN1CCN(c2ncnc3c2nnn3Cc2c(F)cccc2Cl)CC1	-3%	-7%	-1%	2	8%[57.1 µM]	26%	-5	-16%	2%

Part of the list above in order of count of non-hydrogen atoms, lowest first:
SMILES	GRP78 ERSR act	Vif-A3F inh	Vif-A3G inh	PI4K2A inh	TrxR1 substrate	RXFP1 agonist	LDHA inh	USP1 inh	IDH1 R132H inh
Cc1nnsc1-c1nnc(SCC(=O)c2ccccc2)n1C1CC1	2%	5%	1%	8	8%	-3.9%	-10	-4%	9%
CC1=CC(C)(C)N2C(=O)C(=O)c3cc(OC(=O)c4ccco4)cc1c32	1%	-19%	-23%	15	-19%	-2.1%	12	-20%	10%
O=C(NC(=S)N1CCN(C/C=C/c2ccccc2)CC1)c1c(F)cccc1F	-2%	2%	0%	1	4%[57.1 µM]	1.5%	-11	-22%	2%

Continuation.
SMILES	GRP78 ERSR act	Vif-A3F inh	Vif-A3G inh	PI4K2A inh	TrxR1 substrate	RXFP1 agonist	LDHA inh	USP1 inh	IDH1 R132H inh
COc1ccccc1C1CC(=O)N(c2cccc(C(F)(F)F)c2)C2=C1C(=O)OC2 (centres undefined)	0%	4%	-8%	-3	-3%	-1.6%	-3	-6%	28%
COc1ccc(C(=O)NNC(=O)C2CCN(S(=O)(=O)c3ccc(C)cc3)CC2)cc1	-4%	19%	-1%	1	-5%	2.7%	2	-7%	-9%
CCOC(=O)C1(CCCc2ccccc2)CCN(C(=O)CCC2=NNC(=O)CC2)CC1	5%	0%	-1%	6	4%	-1.1%	-2	-20%	-6%
CCN1C(=O)N[C@@H](c2ccc(Br)cc2)C(C(=O)OC)=C1C	-2%	2%	1%	3	3%	-0.2%	-1	-15%	7%
COc1cc(NS(=O)(=O)c2cc3c(cc2C)NC(=O)CO3)cc(OC)c1	-4%	5%	0%	-5	-5%[57.1 µM]	-0.3%	5	-21%	11%
COc1ccc(CN(C#N)c2nc(C)cc(C)n2)cc1	4%	1%	1%	1	-3%	1.3%	3	-8%	-1%
O=C(NC1CCCCCC1)C1c2ccccc2C(=O)N1Cc1ccccc1Cl (centres undefined)	-2%	-7%	2%	-1	-1%	3.0%	-2	-9%	-13%
CCN(CC)c1ccc(NC(=O)C2CC(=O)N(Cc3ccccc3)C2)cc1 (centres undefined)	-5%	1%	-2%	2	11%[57.1 µM]	-2.3%	4	-17%	16%

Only part of the results is shown; count on the stated rates, not on these rows.
